From PubChem
mcGAS lum: inhibitors of mouse cGAS; 160,000 compounds, 0.15% hits; recombinant cGAS, Kinase-Glo ATP depletion luminescence; Q8C6L5; AID 1259399; inhibition, % at 12.5 µM;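 further: 0% = negative control wells and 100% = reference inhibitor with no enzyme activity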
hcGAS inh: inhibitors of human cGAS | 290,000 compounds, 0.081% hits | recombinant h-cGAS, ATP depletion, Kinase-Glo luminescence | AID 1259398 | inhibition, % at 12.5 µM | Q8N884;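 further: 0% = vehicle reaction and 100% = reaction without DNA for no activity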
Target sequence (Q8N884 whole entry, looked up): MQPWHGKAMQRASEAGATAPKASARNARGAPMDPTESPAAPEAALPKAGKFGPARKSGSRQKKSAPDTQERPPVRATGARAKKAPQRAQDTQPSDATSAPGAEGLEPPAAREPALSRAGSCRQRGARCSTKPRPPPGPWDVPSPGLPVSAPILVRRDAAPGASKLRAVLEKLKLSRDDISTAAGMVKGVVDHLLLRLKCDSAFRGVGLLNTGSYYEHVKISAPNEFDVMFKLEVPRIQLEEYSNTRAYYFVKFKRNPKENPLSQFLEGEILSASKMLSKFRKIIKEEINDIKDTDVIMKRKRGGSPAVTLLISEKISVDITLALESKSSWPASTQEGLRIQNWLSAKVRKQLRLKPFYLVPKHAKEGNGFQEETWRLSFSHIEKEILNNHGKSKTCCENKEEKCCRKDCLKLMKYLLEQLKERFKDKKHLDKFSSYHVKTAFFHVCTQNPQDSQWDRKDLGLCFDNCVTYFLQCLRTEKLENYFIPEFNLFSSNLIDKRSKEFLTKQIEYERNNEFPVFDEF
NPYLR7 ag: mosquito NPYLR7 agonism; 270,000 compounds, 0.15% hits; AID 1259423; HEK293T NPYLR7/Galpha15, GCaMP6s calcium fluorescence; activation, % at 10 µM; in the data active means activation above about 40%;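 further: 0% = vehicle and 100% = reference agonist at the receptor; some compounds past the cut are filed as inactive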
Active calls of the source: *; x = no result given; & = joins results of further samples. Unless noted, no stated cut-off is given here; in the data, active means inhibition above about 40%; inactive means the rest.

SMILES	mcGAS lum	hcGAS inh	NPYLR7 ag
CN(C)CC1(O)CCCN(C(=O)CCc2nc3cccnc3n2C)C1 (centres undefined)	x	-10.0	5.5
CC(C)C1CN(C(=O)c2ccnc(-n3cnnc3)c2)CCCN1CC1CC1 (centres undefined)	-12.8	-6.5	x
CC(C)(O)C#Cc1ccc(CN2CCCC(CNC(=O)c3cc4ccccc4[nH]3)C2)s1 (centres undefined)	-7.1	-6.9&-9.1	14.9&5.6
CCOCCCNc1nc(-c2ccc(OC)cc2)ncc1C(=O)OCC	-4.9	-5.1	27.5
CCCCc1ccc(NS(=O)(=O)c2ccc(C)c(C(=O)NNC(=O)c3cnccn3)c2)cc1	x	-4.8	6.6
Cc1cccc(Cn2c(C)c(C)c(C)c2C(=O)NC(C)c2ccccc2)c1 (centres undefined)	-0.9	-0.2	-8.4
CN(Cc1cccc2cnccc12)Cc1cccn1-c1nccs1	x	0.9	3.3
COc1ccccc1C1CC(c2ccccc2Cl)=NN1C(=O)CN1CCC2(CC1)OCCO2 (centres undefined)	-4.2	-4.1	-3.6
CCS(=O)(=O)Oc1cc(CN(CCOC)C(=O)Nc2ccccc2OC)ccc1OC	-4.0	-2.6	19.0
COc1cc(OC)cc(N2CCN(C(=O)c3cccc(C)c3)C(C)C2=O)c1 (centres undefined)	-7.2	-6.6	25.7
O=C(N1CCOCC1)N1CCN([C@@H]2C[C@@H]3CO[C@H](c4ccccc4)C[C@@H]3C2)CC1	-8.7	-4.0	24.2
CCCC(=O)N1CCCC1(C)C(=O)Nc1ccc(C)c(C)c1 (centres undefined)	-7.8	-19.6	4.6
O=C(NCCc1ccc(Cl)cc1Cl)c1csc(CSc2nnc(-c3ccncc3)n2-c2ccccc2Cl)n1	-2.6	-1.9	0.0
COc1ccc(Cl)cc1CN1C(=O)C(C)ON=C1c1cccnc1 (centres undefined)	x	-7.5	8.2
Cc1nc(C2CC2)nc2sc(C(=O)OCCN3CCOC3=O)c(C)c12	-16.1	-2.0	-1.4
CCOc1ccc(-n2c(C(CC)N(CCCOC)S(=O)(=O)c3ccc(F)cc3)nc3ccccc3c2=O)cc1 (centres undefined)	-6.4	-6.7	-5.5
Cc1ccccc1Cn1ccnc1CN(C(=O)c1ccc(Cl)cc1)C(C)C	-3.0	1.4	13.6
Cc1ccc(CN2CCC2(C)C(=O)Nc2cccc3cccnc23)cc1 (centres undefined)	x	-9.7	2.2
Cc1c(NCc2ccccn2)cccc1C(=O)NCc1noc(C(C)C)n1	x	-7.9	3.4
COC(=O)c1ccc(N2C(=O)C3CC=CCC3C2=O)cc1 (centres undefined)	-3.4	-4.6	1.0
Cc1ccc(NC(=O)N2CCC3(CC2)C(=O)N(CC(=O)NCCc2ccccc2)CN3c2ccccc2)cc1	-6.3	-2.0	5.6
CCOCCCN(CC(=O)N1CCc2sccc2C1c1ccc(Cl)cc1)C(=O)c1ccc(Cl)c([N+](=O)[O-])c1 (centres undefined)	-6.3	-8.5	2.1
CCc1nc2ccc(C(=O)N(C)Cc3ccco3)cn2c1N(CC)Cc1cccc(Br)c1	-2.5	-5.7	15.3
Cn1c(NCC2CCCCC2)nc2cc(-c3ccsc3)sc2c1=O	x	-12.8	5.8
COc1ccc(Cc2nnc(NC(=O)C(C)C)s2)cc1OC	-10.4	-1.8	-1.9

The closing 2 compounds of the section before open the next one:
SMILES	mcGAS lum	hcGAS inh	NPYLR7 ag
Cn1c(NCC2CCCCC2)nc2cc(-c3ccsc3)sc2c1=O	x	-12.8	5.8
COc1ccc(Cc2nnc(NC(=O)C(C)C)s2)cc1OC	-10.4	-1.8	-1.9
CCn1nnc2c(SCc3ccccc3F)ncnc21	x	0.2	0.5
Cc1nc(CNC2CCN(c3ccc(C(=O)N4CCCC(O)C4)cc3)CC2)cs1 (centres undefined)	x	-3.7	18.7
CCn1nc(C(=O)N(Cc2cccnc2)c2nc3cc(C)c(C)cc3s2)cc1C	x	0.6	-2.1
CCN1CCN(C(=O)c2c(-c3ccccc3)c(-c3ccccc3)n[nH]c2=O)CC1	-7.8	-11.8	4.4
CC(C)C1=NOC(C(=O)N2CCN(C)C3(CCN(C)CC3)C2)C1 (centres undefined)	-6.2	-11.3	x
Cc1cc(C(=O)NNC(=O)C2CC2C)c(C)n1-c1ccc(F)cc1 (centres undefined)	-19.0	-10.5	2.4
C#CCOCC(O)CN(Cc1ccc(OC)cc1)Cc1ccco1 (centres undefined)	-4.7	-4.1	-2.5
CN(C)c1ccc(C2NCC(CSc3ncc(C(F)(F)F)cc3Cl)O2)cc1 (centres undefined)	-9.1	-8.6	1.8
Cc1nn(CCCC(=O)NC2CC2)c(=O)c2cc3sccc3n12	-2.5	-4.0	8.3
N=c1oc2cc(O)ccc2cc1C(=O)Nc1ccc(F)cc1	0.1	-1.1	-4.4
COc1ccc(OCCCCOc2ccccc2)cc1	x	-1.4	-5.4
O=C1CCC2(CCN1)CCN(C(=O)c1c[nH]c3cc(Cl)ccc3c1=O)CC2	5.6	4.8	1.8
CN1CC(=O)N(Cc2ccc(Cn3nc(NC(=O)c4cnc5ccccc5n4)c4ccccc43)cc2)c2ccccc2C1=O	-4.2	-6.2	20.6
C=CCN1C(=O)/C(=C2\SC(=S)N(CCOC)C2=O)c2ccccc21	x	-5.1	0.7
COc1ccccc1C1CCN(Cc2ccc(C(=O)N3C4CCC3CC(Oc3ccccc3C(C)C)C4)cc2)CC1 (centres undefined)	-8.2	-17.2	5.8
CC(=O)c1ccc(OCC(=O)N2CCN(c3ccc(F)cc3)CC2)cc1	x	-5.3	-10.7
CCN(CC(=O)NC(C)(C)C)c1cc(Cl)nc(N)n1	x	6.3	3.6
O=C(NOC1CCCCO1)c1ccn(-c2ccccc2F)n1 (centres undefined)	x	-10.5	-0.5
COc1cccc(-c2ccccc2NC(=O)C2CCN(CC3CCCCC3)CC2)c1	-11.2	-9.9&-11.5	10.9&0.0
COc1ccc(/C=C2\C=C(c3ccccc3)N(c3ccc(Cl)c(Cl)c3)C2=O)cc1	-1.9	-4.1	6.2
CCCN(CC(F)(F)F)C(=O)c1ccc(=O)n(-c2ccccc2)n1	x	5.5	3.8
O=C(OCCn1cccn1)c1cc2c(cc1O)CCCC2	x	-5.8	-0.5
CCCCCOc1ccc(N2C(=O)CSC2c2ccc(OC)cc2)cc1 (centres undefined)	x	-4.6	-5.3
OCCN1CCN(CC(O)Cn2c3ccccc3c3ccccc32)CC1 (centres undefined)	-4.4	-5.1	19.6
CCNC(=O)C(C)N1CCN(c2cccc(C(F)(F)F)c2)CC1 (centres undefined)	x	4.2	-24.6

Further records follow.
SMILES	mcGAS lum	hcGAS inh	NPYLR7 ag
Nc1cc(-c2cccc(C(F)(F)F)c2)nn1-c1ccc(C(=O)Nc2ccc3ncsc3c2)cc1	-4.9	-10.2	-3.9
O=C(NCc1ccco1)c1noc2c1CCCC2	x	-5.7	1.3
COC1CCC12CCN(Cc1scnc1C)CC2 (centres undefined)	1.1	5.3	x
O=Nc1ccc2oc(=O)ccc2c1	-3.4	-3.2	1.6
N[C@@H](Cc1ccc(O)c(I)c1)C(=O)O	-3.9	-5.9	4.4
CCc1nc(C2CN(C(=O)CC3CCc4ccccc43)CCO2)n[nH]1 (centres undefined)	x	-9.1	-22.9
Cc1cccc(C)c1NC(=O)CSc1nc2c(-c3ccccc3)c[nH]c2c(=O)n1C	-9.9	-5.3	-0.7
Cc1cc(OCC2CN(C(=O)c3ccccc3C#N)CCO2)ccc1Cl (centres undefined)	-4.0	-6.1	-5.9
Cc1cc(O)c(CN2CCN(S(C)(=O)=O)CC2)cc1C(C)C	-1.9	2.3	0.2
CC(C)c1nncn1CCNC(=O)Cn1c(=O)[nH]c2ccccc21	x	-3.4	-0.9
CCCN(C(=O)CNCC1CN(C)CCO1)C1=CCCCC1 (centres undefined)	x	-11.9	4.1
CCOc1ccccc1NC(=O)N1CCSC1c1cc(OC)ccc1OC (centres undefined)	-2.8	-1.6	-2.3
CC(C)(CN1CCOCC1)CN1CCN(Cc2cccc(F)c2)CC1	-16.8	-6.0	-2.0
C=Cc1ccc(CC2(C)C(=O)Nc3ccc(Cl)cc32)cc1 (centres undefined)	-2.8	-0.1	1.6
O=C1CCc2cc(-c3csc(=Nc4ccccc4F)n3NC(=O)C3CC3c3ccccc3)ccc2N1 (centres undefined)	-3.2	-3.3	-2.7
CC(C)CN(CC(=O)Nc1cc(C(C)(C)C)nn1-c1ccc(Cl)c(Cl)c1)C(=O)Nc1ccc(C#N)cc1	1.3	3.7	0.4
Cc1nn(C)c(Cl)c1-c1nc(-c2ccccc2)c(C)[nH]1	x	-13.9	1.7
COc1ccc(S(=O)(=O)NCC(F)(F)F)cc1Br	x	-8.5	3.5
CCc1ccccc1NC(=O)N1CCN(c2cc(Oc3ccc(F)cc3C)ncn2)CC1C (centres undefined)	-0.3	3.5	-5.2
CCS(=O)(=O)N1CCN(c2nc3ccccc3[nH]2)CC1	x	-13.2	-2.6
CCCS(=O)(=O)N1CC=C(c2c[nH]c3cc(F)ccc23)CC1	x	-3.3	-4.3
CSc1nnc(C)c(=O)n1COC(=O)c1cc(Cl)ccc1Cl	-7.8	-6.4	1.7
CCOC(=O)c1csc(CSc2nnc(Cc3ccccc3)n2-c2ccccc2OC)n1	-3.2	-4.4	3.2
CC(C)n1c(=O)c(C(=O)NC2CCN(Cc3ccccc3)C2)cc2cccnc21 (centres undefined)	x	-2.2	-6.6
Cc1ccc(NC(=O)N2CCSC2c2cccn2C)cc1 (centres undefined)	-3.3	-5.1	-5.1

An excerpt from the list above:
SMILES	mcGAS lum	hcGAS inh	NPYLR7 ag
CN(C)CC1(O)CCCN(C(=O)CCc2nc3cccnc3n2C)C1 (centres undefined)	x	-10.0	5.5
CC(C)C1CN(C(=O)c2ccnc(-n3cnnc3)c2)CCCN1CC1CC1 (centres undefined)	-12.8	-6.5	x
CC(C)(O)C#Cc1ccc(CN2CCCC(CNC(=O)c3cc4ccccc4[nH]3)C2)s1 (centres undefined)	-7.1	-6.9&-9.1	14.9&5.6
CCOCCCNc1nc(-c2ccc(OC)cc2)ncc1C(=O)OCC	-4.9	-5.1	27.5
CCCCc1ccc(NS(=O)(=O)c2ccc(C)c(C(=O)NNC(=O)c3cnccn3)c2)cc1	x	-4.8	6.6
Cc1cccc(Cn2c(C)c(C)c(C)c2C(=O)NC(C)c2ccccc2)c1 (centres undefined)	-0.9	-0.2	-8.4
CN(Cc1cccc2cnccc12)Cc1cccn1-c1nccs1	x	0.9	3.3
COc1ccccc1C1CC(c2ccccc2Cl)=NN1C(=O)CN1CCC2(CC1)OCCO2 (centres undefined)	-4.2	-4.1	-3.6
CCS(=O)(=O)Oc1cc(CN(CCOC)C(=O)Nc2ccccc2OC)ccc1OC	-4.0	-2.6	19.0
COc1cc(OC)cc(N2CCN(C(=O)c3cccc(C)c3)C(C)C2=O)c1 (centres undefined)	-7.2	-6.6	25.7
O=C(N1CCOCC1)N1CCN([C@@H]2C[C@@H]3CO[C@H](c4ccccc4)C[C@@H]3C2)CC1	-8.7	-4.0	24.2
CCCC(=O)N1CCCC1(C)C(=O)Nc1ccc(C)c(C)c1 (centres undefined)	-7.8	-19.6	4.6
O=C(NCCc1ccc(Cl)cc1Cl)c1csc(CSc2nnc(-c3ccncc3)n2-c2ccccc2Cl)n1	-2.6	-1.9	0.0
COc1ccc(Cl)cc1CN1C(=O)C(C)ON=C1c1cccnc1 (centres undefined)	x	-7.5	8.2
Cc1nc(C2CC2)nc2sc(C(=O)OCCN3CCOC3=O)c(C)c12	-16.1	-2.0	-1.4
CCOc1ccc(-n2c(C(CC)N(CCCOC)S(=O)(=O)c3ccc(F)cc3)nc3ccccc3c2=O)cc1 (centres undefined)	-6.4	-6.7	-5.5
Cc1ccccc1Cn1ccnc1CN(C(=O)c1ccc(Cl)cc1)C(C)C	-3.0	1.4	13.6
Cc1ccc(CN2CCC2(C)C(=O)Nc2cccc3cccnc23)cc1 (centres undefined)	x	-9.7	2.2
Cc1c(NCc2ccccn2)cccc1C(=O)NCc1noc(C(C)C)n1	x	-7.9	3.4

(further entries)
SMILES	mcGAS lum	hcGAS inh	NPYLR7 ag
COc1ccc(C(=O)ON=C2C=C(C)C(=O)C(C)=C2)cc1	x	3.8	-4.2
COC(=O)c1ccc2c(=O)n(CCc3ccccc3)c(N3CCSC3)nc2c1	-3.8	-6.0	-3.1
CC(C)(C)P(=Nc1ccc(S(N)(=O)=O)cc1)(N1CCOCC1)N1CCOCC1	x	-5.0	-11.4
O=C(Cc1ccc(F)cc1)N1CCN(C(=O)c2cc(O)cs2)CC1	x	3.0	6.3
COCCN1C=C(C(=O)OC)C(c2ccc(Cl)s2)C(C(=O)OC)=C1	0.1	-4.7	-4.2
CS(=O)(=O)c1cccc(C(=O)Nc2ccc(NC(=O)CC3CCCC3)cc2Cl)c1	-8.1	-7.0	9.9
O=S(=O)(Nc1ccc2c(c1)nc1n2CCCCC1)c1ccc(Cl)s1	x	-8.6	1.7
N#CCCN(C(=O)Cn1nc(-n2cncn2)ccc1=O)c1ccccc1F	x	-13.1	7.5
O=C(O)c1c[nH]c2ccc(S(=O)(=O)NC3CCCCNC3=O)cc2c1=O (centres undefined)	-5.1	-5.5	4.4
Fc1cc(Oc2ccc(C(F)(F)F)cn2)cc(F)c1CN1CCCC1	x	-5.7	8.2
CCOc1cc(Br)c(Br)c(/C=C2\SC(=S)N(CC(=O)O)C2=O)c1O	5.4	11.4	5.7
C=CCN1C(=O)NC(c2ccsc2)C2=C1CN(CCOC)C2=O (centres undefined)	-5.5	-2.8	-3.9
CN(C)C(CNC(=O)N(C)C1CC1)c1ccc(Cl)cc1 (centres undefined)	x	-6.3	-1.1
